Screening data from PubChem.
Growth percent in the NCI-60 one-dose screen (48 h, 10 µM unless noted): 100 = growth as untreated, 0 = no growth, -100 = all killed.
LOX IMVI = LOX IMVI melanoma | 79,000 compounds, 7.4% hits
SK-MEL-28 = SK-MEL-28 melanoma | 81,000 compounds, 4.1% hits | AID 1794761
HS 578T = HS 578T breast cancer; 78,000 compounds, 4.1% hits
T-47D = T-47D breast cancer; 79,000 compounds, 5% hits; AID 1794792
MDA-MB-435 = MDA-MB-435 melanoma | 82,000 compounds, 7.8% hits
SK-MEL-2 = SK-MEL-2 melanoma; 77,000 compounds, 4.7% hits
BT-549 = BT-549 breast cancer | 78,000 compounds, 4.4% hits | AID 1794793
SK-MEL-5 = SK-MEL-5 melanoma; 80,000 compounds, 6.4% hits
Numbers without * were called inactive; nt = no result given. The calls were made as follows: active = growth percent below 10; inactive = the rest.

entry	Compound	LOX IMVI	SK-MEL-28	HS 578T	T-47D	MDA-MB-435	SK-MEL-2	BT-549	SK-MEL-5
1	Nc1n[nH]c(=S)n1-c1ccc(Cl)cc1	95	101	100	98	112	100	93	105
2	Cc1ccc(C)c(C(S)C(=O)O)c1 (centres undefined)	98	112	nt	109	118	nt	nt	114
3	O=C(O)c1ccc(N2C(=O)c3ccccc3C2=O)cc1	98	98	106	104	101	110	96	107
4	CC(C)(C)Nc1c(-c2ccccc2O)nc2ncccn12	101	115	105	98	106	98	115	95
5	CCOC(=O)c1ccc(NC(=O)CSc2nnc(Cc3ccccc3Nc3c(Cl)cccc3Cl)o2)cc1	93	99	86	91	99	99	98	96
6	O=[N+]([O-])c1nc2ccccc2[nH]1	99	117	137	100	114	111	112	112
7	COc1ccc(-c2cc(-c3cccnc3)nc3sc4c(=O)[nH]nnc4c23)cc1OC	93	102	77	88	93	100	94	88
8	Clc1ccc(C(NC2CC3CCC2C3)c2ccccc2)cc1 (centres undefined)	89	99	109	92	105	109	84	104
9	O=C1Nc2ccc(F)cc2/C1=N/c1nnc(Sc2ccc3[nH]ccc3c2)s1	98	110	101	100	101	112	111	101
10	Cn1c2ccccc2c2c3c(c4c5cc(F)ccc5oc4c21)C(=O)NC3=O	99	97	97	69	98	102	92	97
11	CCCCCCC(C)OC(=O)Nc1cccc2ccccc12 (centres undefined)	93	116	95	81	98	113	98	102
12	CCOC(=O)N1CCN(CCCOc2cccc(N(CC)CC)c2)CC1	98	109	95	78	108	99	90	92
13	O=C(/C=C\c1ccc(O)c(O)c1)OC1C(O)CC(OC(=O)/C=C/c2ccc(O)c(O)c2)(C(=O)O)CC1O (centres undefined)	99	105	97	97	117	154	90	103
14	Cc1ccc(Nc2nnc(-c3cc(-c4cccnc4)n(-c4ccccc4)n3)o2)cc1	93	108	112	79	93	101	100	85
15	Nc1ncnc2ocnc12	98	100	99	102	108	96	110	104

Structures shown so far that contain a carbonyl joined to an NH by a bond outside any ring, in the order listed:
entry	Compound	LOX IMVI	SK-MEL-28	HS 578T	T-47D	MDA-MB-435	SK-MEL-2	BT-549	SK-MEL-5
5	CCOC(=O)c1ccc(NC(=O)CSc2nnc(Cc3ccccc3Nc3c(Cl)cccc3Cl)o2)cc1	93	99	86	91	99	99	98	96
11	CCCCCCC(C)OC(=O)Nc1cccc2ccccc12 (centres undefined)	93	116	95	81	98	113	98	102

Further results follow.
entry	Compound	LOX IMVI	SK-MEL-28	HS 578T	T-47D	MDA-MB-435	SK-MEL-2	BT-549	SK-MEL-5
16	CCOC(=O)c1cc(OC(C)=O)c2ccc(OC)c(OC)c2c1	95	109	99	90	104	101	75	89
17	O=c1nc2s/c(=C\c3cccc(Cl)c3)c(=O)n2c2nc(-c3ccccc3)c(-c3ccccc3)nc12	96	107	103	97	99	108	99	100
18	CCCCNC(=O)Oc1ccc(/C(=C(\C)c2ccc(Cl)cc2)c2ccc(OCCN(CC)CC)cc2)cc1	71	75	74	42	66	117	80	78
19	O=C(CSC(=S)N1CCN(c2ccccc2)CC1)Nc1nc2ccc(Cl)cc2s1	89	115	124	91	102	nt	102	105
20	C=C1CCC2C3(C)COC(c4cccs4)OC3CCC2(C)C1CC(Sc1ccccc1)C1=CCOC1=O (centres undefined)	-78*	99	112	82	87	98	26	89
21	COc1ccc(C2C3(C#N)C(N)=NC(=C(C#N)C#N)C23C#N)cc1OC (centres undefined)	99	115	96	110	107	104	93	105
22	N#CCCN1C/C(=C/c2ccc(Br)cc2)C(=O)/C(=C/c2ccc(Br)cc2)C1	-71*	-37*	12	6.3*	-43*	5.4*	-23*	1.9*
23	O=c1[nH]c2ccccc2c(-c2cccc(O)c2)c1O	93	104	103	85	107	94	101	96
24	C/C(=N\NC(=S)Nc1ccc(Br)cc1)c1cc2ccccc2oc1=O	14	22	20	43	11	nt	8.5*	-25*
25	CCC[C@@H]1O[C@](O)(CCN)[C@H](O)N(CCCN)C1=O	81	110	95	73	107	nt	106	92
26	C=CCN(C)C	100	110	98	117	97	113	101	108
27	COc1cc2oc3c(C)c(=O)cc4oc(-c5ccccc5)cc(c2c2c1CCC(c1ccccc1)O2)c43 (centres undefined)	91	108	103	nt	103	144	114	100
28	CNC=O	97	97	2.1*	98	97	110	168	60
29	O=c1[nH]cc(F)c(=S)[nH]1	94	104	106	102	108	105	95	103
30	O=S(=O)(NCCCNc1nccc(-c2c(-c3cccc(O)c3)nc3occn23)n1)c1ccc(C(F)(F)F)cc1	80	99	70	59	69	93	115	69

Results in sequence from the list.
Compounds 19 to 22 in LOX IMVI: 89, -78*, 99, -71*
Compounds 19 to 22 in SK-MEL-2: nt, 98, 104, 5.4*

The list continues:
entry	Compound	LOX IMVI	SK-MEL-28	HS 578T	T-47D	MDA-MB-435	SK-MEL-2	BT-549	SK-MEL-5
31	O=C1CC2OCCC3=CN4CCC56c7ccccc7N1C5C2C3CC46 (centres undefined)	101	100	nt	102	103	111	98	97
32	Nc1ccc(-c2ccc(F)cc2)cc1NC(=O)C1CC2CCC(C1)O2 (centres undefined)	95	98	81	79	96	90	102	95
33	Nc1c(N=Nc2ccc(-c3ccc(N=Nc4cc(S(=O)(=O)O)c5ccccc5c4N)cc3)cc2)cc(S(=O)(=O)O)c2ccccc12	100	115	113	116	116	nt	nt	101
34	CCOC(=O)COc1c(OC)c(OC)cc2oc(-c3cccc(C(=O)Nc4ccc(Cl)cc4)c3)cc(=O)c12	nt	69	50	47	-12*	71	21	22
35	COc1ccc(N2CCN(C(=O)c3sc4nc(C)c(Br)c(C)c4c3N)CC2)cc1	93	104	93	79	99	85	88	93
36	C=C(C)CNC(C)=S	65	98	95	91	97	112	93	100
37	NC(=S)N/C=C\c1nc2ccccc2[nH]c1=O	99	116	96	103	109	93	109	101
38	COc1ccc(Oc2ccc(/C=C/C(=O)c3cc(OC)c(OC)c(OC)c3)cc2)cc1	88	98	102	87	93	101	98	93
39	Nc1ncnc2c1N=C(c1ccc(F)cc1)CC(c1sc(Cl)nc1Cl)N2 (centres undefined)	93	102	93	88	102	nt	78	92
40	CC(=O)N1CCCC1=O	99	108	106	100	101	101	102	102
41	O=C(O)c1cccc(O)c1C(=O)O	90	109	102	107	106	98	106	107
42	CCOc1ccc(-n2nc(C(=O)Nc3ccc(F)c(F)c3)nc2-c2cc(OC)c(OC)c(OC)c2)cc1	66	nt	48	42	70	78	65	nt
43	CCOC(=O)C1=C(CSC2=NCCS2)N(C)C(=O)NC1c1ccccc1 (centres undefined)	85	95	95	64	90	95	88	96
44	O=S(=O)(Nc1cccnc1Oc1ccccc1)c1cc(Cl)ccc1Cl	101	114	102	98	108	112	111	90
45	Cc1ccccc1CC1c2[nH]c3ccccc3c2CCN1C (centres undefined)	99	109	nt	95	104	94	105	102
46	N/C(=N\N=C\c1ccc(Cl)cc1Cl)c1c(N)nc(=S)[nH]c1-c1ccc(Cl)cc1Cl	104	113	105	103	113	111	92	107
47	COc1ccccc1NCc1nnc(-c2ccc(Cl)cc2)o1	89	110	94	90	102	105	97	99
48	CC(=O)c1cc(Cl)ccc1O	102	109	104	100	101	110	105	103
49	COC(=O)C1C(C)=Nc2c(N)ncnc2NC1c1ccccc1 (centres undefined)	104	103	101	81	110	130	96	112
50	C[C@H](NC(=O)c1ccc2c(-c3ccc(C(F)(F)F)cc3)cccc2c1)c1ccccn1	44	75	53	18	56	67	54	35
51	C(=C/CN(Cc1ccccc1)Cc1ccccc1)/CN(Cc1ccccc1)Cc1ccccc1	95	108	102	75	106	89	97	95
52	COc1ccc(C=Nc2ccc([N+](=O)[O-])cc2)cc1	73	99	nt	77	89	113	95	97
53	COc1ccc(/C=C/c2cc(/C=C/c3ccc(OC)c(OC)c3OC)n(-c3ccccc3)n2)c(OC)c1OC	95	94	108	59	93	79	78	66
54	C=CCNc1ncnc2nc[nH]c12	109	99	93	87	114	102	112	105
55	C#CCOc1cccc(Nc2ncnc3ccc(NC(=O)C=C)cc23)c1	41	78	42	39	44	55	19	66
56	O=C1NC(=NCCO)S/C1=C\c1ccc(O)cc1	95	100	97	73	95	106	115	98
57	CC(=O)Nc1cccc(Oc2c(/C=N/NC(=O)Cn3c(=O)sc4ccccc43)c(C)nn2-c2ccccc2)c1	95	105	84	79	94	103	100	91
58	CC(=O)c1ccc(NC(=O)CSc2nc3[nH]c(=O)n(C)c(=O)c3[nH]2)cc1	103	111	96	94	101	109	103	nt
59	Cc1c(O)cc(-c2cnc(Nc3ccccc3)s2)c(O)c1C	78	104	87	69	101	99	92	93
60	O=C(Nc1ccc(NCCN2CCOCC2)nc1)c1ccc([N+](=O)[O-])cc1	102	115	104	107	98	108	99	99
61	COc1cc(C=Nc2oc(-c3ccccc3)c(-c3ccccc3)c2C#N)cc(CN2CCCC2)c1O	97	112	90	86	104	105	109	104
62	O=C(/C=C/c1cccs1)c1cccs1	93	109	101	95	109	102	114	101
63	O=C(O)c1cccc2c(=O)c3ccccc3oc12	97	117	110	118	104	118	nt	105
64	COc1ccc(Cc2nnc(SCC(=O)c3ccc(Cl)cc3)n2Cc2ccccc2)cc1	93	113	80	nt	97	87	nt	94
65	CN(C)Cc1ccc(O)c(C(=O)O)c1	99	119	109	109	107	124	112	108
66	Cc1ccc(NC=O)cc1C	98	114	101	99	113	116	112	105
67	c1ccc(-c2ccc(C(c3ccccc3)n3ccnc3)cc2)cc1 (centres undefined)	72	106	114	47	65	95	81	69
68	COc1ccc(OCC(O)CN2CCN(c3ccc(C)cc3)CC2)cc1 (centres undefined)	nt	114	100	90	105	108	111	102
69	CSc1cccc(NC(=O)Nc2ccccc2C(N)=O)c1	99	132	127	87	107	142	101	94
70	NC(N)=N/N=C(\c1ccc(Br)cc1)C1CC1	84	99	82	79	95	115	nt	90
71	c1ccc(C(=C(c2ccc(OCCN3CCCC3)cc2)c2ccc(OCCN3CCCC3)cc2)C2CCCC2)cc1	95	101	89	76	99	98	96	94
72	CN(C1c2ccccc2Oc2ccccc21)S(=O)(=O)c1cc(Br)ccc1Br	85	93	90	71	29	79	84	73
73	Cc1cccc(C)c1NC(=O)CSC(N)=O	98	103	113	90	107	100	105	109
74	c1ccc(CCOC(c2ccccc2)(c2ccccc2)c2ccccc2)cc1	86	101	113	78	100	87	nt	78

Shown with values under each structure: part of the list above
Second line of a record – LOX IMVI | SK-MEL-28 | HS 578T | T-47D | MDA-MB-435 | SK-MEL-2 | BT-549 | SK-MEL-5
61: COc1cc(C=Nc2oc(-c3ccccc3)c(-c3ccccc3)c2C#N)cc(CN2CCCC2)c1O
→ 97 | 112 | 90 | 86 | 104 | 105 | 109 | 104
62: O=C(/C=C/c1cccs1)c1cccs1
→ 93 | 109 | 101 | 95 | 109 | 102 | 114 | 101
63: O=C(O)c1cccc2c(=O)c3ccccc3oc12
→ 97 | 117 | 110 | 118 | 104 | 118 | nt | 105
64: COc1ccc(Cc2nnc(SCC(=O)c3ccc(Cl)cc3)n2Cc2ccccc2)cc1
→ 93 | 113 | 80 | nt | 97 | 87 | nt | 94
65: CN(C)Cc1ccc(O)c(C(=O)O)c1
→ 99 | 119 | 109 | 109 | 107 | 124 | 112 | 108
66: Cc1ccc(NC=O)cc1C
→ 98 | 114 | 101 | 99 | 113 | 116 | 112 | 105
